Screening results deposited in PubChem BioAssay by Southern Research Specialized Biocontainment Screening Center.
M. tuberculosis HTS – M. tuberculosis growth inhibition, HTS (AID 449762). M. tuberculosis H37Rv growth inhibition, 7H9 media; higher % means a stronger effect. one-dose inhibition, % at 25 µM; IC50 in µM for titrated hits. actives 0.59% (n = 330,000); in the data active means a potency from the dose series; inconclusive means inhibition above about 70% without an active follow-up result;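 further: bacterial growth assessed after seven days of incubation; strong numbers were not always called active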
PhoP GFP inhibition – Inhibition of PhoP regulon, Salmonella typhi GFP reporter cells, confirmation, 4 h (AID 1850) | Salmonella Typhi PhoP-promoter GFP reporter, fluorescence, 4 h; higher % means a stronger effect | one-dose inhibition, % at 50 µM; IC50 in µM for titrated hits | actives 0.33% (n = 310,000); in the data active means a potency from the dose series; inconclusive means inhibition mostly from about 25% at the one dose, without a potency; inactive means the rest, 99 in 100 with inhibition below about 19%;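 further: 0% = induced wells with vehicle and 100% = uninduced wells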
tuberculosis growth – growth inhibition of non-replicating M. tuberculosis (AID 488890); Mycobacterium tuberculosis non-replicating, growth inhibition; higher % means a stronger effect; inhibition, % at 25 µM; hits with a dose series show IC50 in µM; actives 0.39% (n = 320,000); in the data active means a potency from the dose series; inconclusive means inhibition mostly from about 82% at the one dose, without a potency; inactive means the rest, 99 in 100 with inhibition below about 76%;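 further: plate controls were DMSO cells for no effect and high antibiotic wells for full effect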
influenza NS1A – H1N1 influenza NS1A inhibitors, functional cell based assay (AID 504329); NS1A functional cell-based assay, percent inhibition; higher % means a stronger effect; inhibition, % at 12.5 µM; hits with a dose series show IC50 in µM; actives 0.3% (n = 340,000); in the data active means a potency from the dose series; inconclusive means inhibition above about 27% without an active follow-up result; further: strong numbers were not always called active
VEEV TC-83 Vero – inhibitors of VEEV TC-83 cytopathic effect, confirmation, Vero cells (AID 588727) | Vero cells, VEEV TC-83 cytopathic effect inhibition; higher % means a stronger effect | one-dose inhibition, % at 20 µM; IC50 in µM for titrated hits | actives 0.13% (n = 350,000); in the data active means a potency from the dose series; inconclusive means inhibition mostly from about 14% at the one dose, without a potency; inactive means the rest, 99 in 100 with inhibition below about 12%; further: strong numbers were not always called active
VEEV TC-83 Vero 10K pilot screen – also measured in VEEV TC-83 Vero; calls as there; inhibition, %; measured here: 10K pilot screen inhibition
* = called active by the depositor; i = inactive; ? = inconclusive; · = not tested or not shown. Compounds were not picked by outcome; about 1.6% have a hit in one of these screens.

SMILES | M. tuberculosis HTS | PhoP GFP inhibition | tuberculosis growth | influenza NS1A | VEEV TC-83 Vero | others
CCOC(=O)C(C(C)=O)C(c1ccc(OC)cc1)C(C(C)=O)C(=O)OCC (stereo unspecified) | -1% | 0% | 3% | -7% | 0.3%
CN(C)S(=O)(=O)n1cc(/C=C(\NC(=O)c2ccccc2)C(=O)N2CCCC2)c2ccccc21 | 8% | 10% | 17% | 10% | 1.4%
O=C(NCC1CCCO1)c1ccc(COc2ccc(Cl)cc2)cc1 (stereo unspecified) | 7% | -5% | 67% | 1% | i
O=C(NCCCN=C1NS(=O)(=O)c2ccccc21)c1ccc(Cl)cc1 | 3% | -3% | -6% | 2% | 2.5%
Cc1ccccc1Nc1nc(N)nc(CSc2nnc(C)n2C)n1 | -9% | -12% | -6% | 9% | 0.7%
O=C(Nc1cccnc1)C1CCN(S(=O)(=O)c2cccs2)CC1 | 0% | 7% | -6% | -13% | 3.6%
O=C(CSc1ccc2nnc(-c3cccnc3)n2n1)Nc1ccc(F)cc1F | 9% | 6% | 10% | 3% | 4.0%
COc1ccc(C(=O)/C=C/C(=O)N(Cc2ccccc2OC)C(C(=O)NC2CCCCC2)c2ccncc2)c(O)c1 (stereo unspecified) | 1% | -9% | 43% | 4% | 8.3%
Cc1ccc(C(=O)C2CN(C)CC2C(=O)c2ccc(C)cc2)cc1 (stereo unspecified) | 0% | -4% | 33% | 11% | 1.7%
Nc1nonc1C(=O)NCCNC(=O)c1cccs1 | -11% | -1% | 11% | 0% | 0.5%
O=C(CCCSc1nc(-c2ccco2)cc(C(F)(F)F)n1)Nc1ccc2c(c1)OCO2 | 1% | 2% | 14% | -1% | 3.8%
Cc1cc2oc(=O)cc(CN3CCN(S(=O)(=O)c4cccs4)CC3)c2cc1C | 7% | 0% | -12% | -3% | 8.6%
CCOC(=O)N1CCC(NC(=O)Cn2nc(-c3ccccc3)ccc2=O)CC1 | -8% | -3% | -11% | 2% | i
Cc1nn(Cc2ccccc2)c(Cl)c1C(=O)NCCc1ccccc1 | -1% | 7% | 21% | -13% | 0.1%
CN(Cc1ccccc1)c1oc(COc2ccccc2F)nc1C#N | 5% | -8% | 28% | 15% | 4.1%
COc1ccc(NC(=O)CCCCC(=O)Nc2ccc(OC)cc2)cc1 | 0% | -6% | 9% | 2% | 0.4%
Cc1nccn1CCC1CCCCN1C(=O)CCc1nnc(-c2ccsc2)o1 (stereo unspecified) | -4% | 0% | 0% | 8% | 0.7% | VEEV TC-83 Vero 10K pilot screen=2.1
COc1ccc(/C=N/OCC(=O)N(Cc2ccc(OC)cc2)c2ccccc2C(=O)O)cc1 | 10% | -6% | 10% | 7% | 1.1%
CC(C)(C)OC(=O)N1CCCC(C(=O)Nc2ccc(C(=O)NCCc3ccccc3)cc2)C1 (stereo unspecified) | · | · | · | -35% | 3.0%
Cc1ccc(C)c(N2CCN(C(=O)CCc3nc(-c4ccccc4C)no3)CC2)c1 | · | · | · | -21% | i
Cc1nn2c(Nc3ccc(F)cc3)c3c(nc2c1-c1ccccc1)CCC3 | 3% | 7% | 4% | -6% | 0.6%
O=C(O)CSc1ccc(S(=O)(=O)N2CCCC2)cn1 | -20% | · | -18% | -10% | 1.6%
CC(=O)N1CCN(c2ccc(NC(=O)c3cccc(Cl)c3Cl)cc2)CC1 | 8% | 3% | -12% | -1% | 0.8%
Cc1ccc(/C=N/Nc2cc(C)nc(NCc3ccccc3)n2)cc1 | ? | 9% | 75% | -8% | 13%
CCOc1ccc(Nc2nc3c(c(=O)[nH]2)CCCC3)cc1 | -7% | -6% | -2% | -33% | 1.0%
Cc1ccc(OCC(=O)NCCCNC(=O)c2cccnc2)cc1C | -2% | 4% | -13% | 1% | i
CC[C@H]1C=C[C@@H](C(C(=O)OC)C(=O)OC)CN1C(C)=O | · | · | · | -6% | 0.2%
CCCN1C(=O)c2ccccc2NC1c1ccc(Cl)c(Cl)c1 (stereo unspecified) | -3% | -9% | 12% | -4% | 0.6%
CC(C)c1ccc(/C=c2\sc3nc(-c4ccncc4)nn3c2=O)cc1 | 4% | -2% | ? | 5% | 0.2%
O=C(NCCS(=O)(=O)N1CCN(c2ccccc2)CC1)c1ccco1 | -14% | 3% | 4% | -2% | 1.3%
O=C(NCCc1nc2ccccc2[nH]1)/C(=C/c1ccco1)NC(=O)c1ccco1 | -4% | -8% | -3% | -2% | 2.5%
CC(=O)Nc1ccc(S(=O)(=O)NC2CCS(=O)(=O)C2)cc1Cl (stereo unspecified) | 1% | -8% | -7% | 1% | 0.5%
CCS(=O)(=O)Nc1ccc(C2=NN(C(=O)c3ccco3)C(c3ccc(C)cc3)C2)cc1 (stereo unspecified) | 2% | 0% | 16% | 6% | 8.2%
Cc1cc(C(=O)N2CCC(C(=O)O)CC2)c(C(F)(F)F)o1 | 0% | 2% | -13% | -3% | 1.3%
COc1ccc(NC(=O)C(=O)NCCCO)cc1Cl | 1% | -3% | 7% | 1% | 0.4% | VEEV TC-83 Vero 10K pilot screen=1.6
CCOC(=O)C1CCN(C(=O)CCCOc2ccccc2)CC1 | -9% | 0% | 32% | -3% | i
COC(=O)C1=C(N)OC2=C(C(=O)CC(C)(C)C2)C1c1ccccc1OC (stereo unspecified) | -4% | -18% | 67% | -4% | 0.1%
COc1ccc(CNc2oc(-c3cccc4ccccc34)nc2C#N)cc1 | 6% | -3% | 1% | -6% | i
CCN(CC(=O)Nc1ccccc1OC)C(=O)c1cc(-c2ccccc2)nn1-c1ccccc1 | 9% | 10% | 16% | 3% | 7.8%
COc1ccc(NC(=O)CN(C)C(=O)Cc2coc3cc(C)c(C)cc23)cc1 | 4% | 4% | 32% | -4% | 6.8%
O=C(CNC(=O)c1cccs1)Nc1ccc2c(c1)OCCO2 | -3% | 1% | 4% | 13% | 0.4%
Clc1ccccc1CSc1ncccn1 | -4% | -12% | -4% | 9% | 1.0%
CCCC(=O)Nc1ccccc1-c1nnc(SC)[nH]c1=O | 2% | 1% | · | 6% | 0.5%
S=C1NC[C@H](c2ccccc2)N1CCCCC1CCCCC1 | 3% | 8% | 24% | 1% | i
O=C(/C=C/Nc1cccc(C(F)(F)F)c1)c1ccc(Oc2ncccn2)cc1 | 2% | -2% | 9% | 5% | 11%
COc1cc(C2NC(=O)NC(c3ccccc3)=C2C(C)=O)ccc1OCC#N (stereo unspecified) | -2% | -1% | 9% | -2% | 0.8%
Nc1ccc([N+](=O)[O-])cc1C(=O)NNC(=O)c1ccco1 | -4% | 8% | 2% | 1% | 0.9%
O=C(CC1CCCCC1)Nc1nc2ccccc2s1 | -1% | -5% | 48% | 11% | 0.7%
O=c1cc(-c2c(F)c(F)c(F)c(F)c2F)oc2ccccc12 | ? | -3% | 72% | 0% | 7.7%
O=C(CNC(=O)c1ccc(Br)cc1)NCC(=O)OCC(=O)c1ccccc1 | -3% | 13% | -10% | -10% | 0.8%
Cc1cc(NCCCn2ccnc2)n2ncc(-c3ccccc3)c2n1 | ? | 37% | ? | -29% | 7.2%
CCCN(CC(=O)Nc1ccccc1C)C(=O)c1ccc(S(=O)(=O)N2CCCCC2)cc1 | -1% | -2% | 9% | -7% | 7.2%
O=C(COC(=O)Cc1c[nH]c2ccccc12)Nc1ccccc1C(F)(F)F | 3% | · | 15% | -11% | i
Cc1c(Cl)cccc1NC(=S)NCCc1ccc(S(N)(=O)=O)cc1 | 5% | -3% | 68% | -8% | 0.5%
NC(=O)c1c(NC(=O)C2CCCO2)sc2c1CCCC2 (stereo unspecified) | 7% | -10% | 28% | -6% | 0.6%
CCN(C1CCCCC1)S(=O)(=O)c1cc2c3c(c1)CCN3C(=O)CC2 | -2% | 1% | -4% | 8% | 2.2%
COc1ccc(OC)c(NC(=O)CN2C(=O)C3(OCCCO3)c3ccccc32)c1 | 2% | -4% | 8% | -3% | 4.7%
O=C(NCC1CCCO1)c1cc(-c2ccccc2)nc2ccccc12 (stereo unspecified) | 1% | -7% | 2% | -2% | 5.7%
Nc1c(Cl)cc(C2=NCCn3nc4cc([N+](=O)[O-])ccc4c32)cc1Cl | 61% | -8% | 31% | 5% | 1.8%
CCOc1ccc(-c2nnn(CC(=O)NCc3ccco3)n2)cc1OCC | -1% | 1% | 11% | 11% | 2.2%
Next part
SMILES | M. tuberculosis HTS | PhoP GFP inhibition | tuberculosis growth | influenza NS1A | VEEV TC-83 Vero | others
C=CCn1c(SCC(=O)NCC)nc2sc3c(c2c1=O)CCC3 | -8% | -3% | -3% | -8% | 2.4%
Cc1ccc(S(=O)(=O)Nc2ccc3c(c2)n(C)c(=O)n3C)cc1 | 1% | -11% | 11% | -10% | 8.7%
CC1CC(C)CN(c2oc(Cc3ccccc3)nc2C#N)C1 (stereo unspecified) | -1% | 0% | 58% | 14% | i
COC1C(O)C(C)OC(OC2CCC3(C)C(CCC4C3C(O)CC3(C)C(C5=CC(=O)OC5)CCC43O)C2)C1O (stereo unspecified) | · | · | · | -14% | ?
O=C(Nc1ccccc1)OCc1cnc(Cl)s1 | -1% | -14% | 11% | -9% | 3.8%
CC(C)(C)OC(=O)CNC(=O)c1[nH]cnc1C(=O)NC1CCNCC1 | 5% | · | · | -26% | 2.0%
C=CCn1c(Cn2nnc3ccccc32)nnc1SCC(=O)N/N=C/c1cc(Br)cc(OC)c1O | 0% | 0% | 12% | 1% | 0.5%
N#Cc1ccc(NCCc2ccccn2)c([N+](=O)[O-])c1 | 6% | -2% | 1% | 1% | 5.4%
Cc1cc(C(=O)COC(=O)c2ccc(Cl)c(S(N)(=O)=O)c2)c(C)n1CC1CCCO1 (stereo unspecified) | -8% | 2% | 1% | -8% | 3.6%
CN(C(=O)c1ccc(NC(=O)Cc2ccc(NC(=O)C3CCN(C(=O)c4ccccc4)CC3)cc2)cc1)C1CC1 | -8% | · | -5% | 5% | 0.1% | VEEV TC-83 Vero 10K pilot screen=1.0
CC(=O)c1c(C(C)=O)c(C)n(-c2nc(-c3ccccc3)c(C)s2)c1C | -8% | -7% | 3% | 7% | 0.2%
CCCCN(CCCC)CCCNC(=O)C12CN(Cc3ccccc3)CC1C(c1cccc([N+](=O)[O-])c1)=NO2 (stereo unspecified) | 0% | 3% | 22% | 14% | i
CCOC(=O)c1c(NC(=O)C2CC2)sc(C)c1CC | 4% | -5% | 17% | -4% | 1.4%
COc1cc(OC)cc(C(=O)Oc2ccc(/C=N/Nc3nc4ccccc4s3)cc2OC)c1 | -4% | -5% | -12% | 6% | 6.1% | VEEV TC-83 Vero 10K pilot screen=4.5
C=CCn1c(SCC(=O)Nc2cc(C)on2)nnc1-c1ccccc1F | -4% | · | -7% | -11% | 2.7%
COc1ccc(N2CCN(C3CCCCC3NS(=O)(=O)c3ccc(Cl)cc3)CC2)cc1 (stereo unspecified) | 8% | -17% | 35% | 16% | 4.9%
O=c1[nH]nc(-c2cccs2)c2ccccc12 | -2% | -7% | 2% | 0% | 1.2%
Cc1cccc(OCC(=O)NCC(=O)N/N=C/c2ccc([N+](=O)[O-])cc2)c1 | 3% | 4% | -16% | -11% | 0.5%
Cc1ccc(NC(=O)NC2CCN(S(=O)(=O)c3ccc(F)cc3)CC2)cc1 | -5% | -6% | -14% | -4% | 0.5%
COc1cccc(NC(=O)CN(C)C(=O)c2cc3c(s2)CCC3)c1 | -7% | -6% | 14% | · | ·
COP(C)(=O)c1c(C)nn(-c2ccccc2)c1C (stereo unspecified) | -1% | 2% | -3% | -24% | 1.6%
